From PubChem BioAssay
HepG2 viability: counter-screen for TGF-b inhibitors: cytotoxicity in HepG2 cells. HepG2 CAGA-GFP viability, ATP luminescence, 18 h. Potency, µM (titrated, usually from 46.1 µM), for the others: at the highest dose activity change, negative = cytotoxicity, actives largely listed as cytotoxic. actives 0.76% (n = 410,000). AID 588856; further: potency means the concentration at half of the fitted maximal effect; some results filed as inactive show a strong effect at the top dose
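HepG2 CAGA-GFP cells (1000/well, DMEM with 1% FBS) received compound, then TGF-beta at 500 pg/mL final, and were incubated 18 hours at 37 degrees C. Viability was read by CellTiter-Glo luminescence. Media-only wells were set as complete cell-killing and DMSO as no toxicity.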
TGFb inhibitor: blocks TGF-b signaling | HepG2 CAGA-GFP TGF-b/SMAD3 reporter, GFP fluorescence, 18 h; TGF-beta stimulated, 500 pg/mL final | Potency, µM (titrated, usually from 46.1 µM), inactives show top-dose activity, negative = inhibition, most hits filed as inhibitors | actives 1.2% (n = 410,000) | AID 588855; further: potency means the concentration at half of the fitted maximal effect; on the % scale 0 is the no-effect control and ±100 the full control effect; nearly all actives have a fitted effect of over 65% in size
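TGF-beta reporter screen: HEPG2 CAGA-GFP, 1% FBS, 500 pg/mL TGF-beta final, 18 h; per-cell GFP summed per well; curves fitted and categorized by class.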
IL2 activator: activates IL-2 in a cell-based reporter assay; IL-2 activation reporter assay, cell-based qHTS; stimulated with anti-CD3/CD4/CD28 beads; in transgenic mouse T cells; activation, % (series mostly up to about 46 µM); actives 0.065% (n = 360,000); in the data active means activation above about 50%; inconclusive means mostly about 30% to 49%; further: 0% is about no effect
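Unstimulated transgenic mouse T cells preincubated 60 min with compound, then stimulated with anti-CD3/anti-CD4-coated beads plus anti-CD28 for 18 h at 37 degrees C. IL-2 response read as EGFP and DsRed fluorescence by plate cytometry.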
Nrf2 activator: activates Nrf2 signaling; AREc32 ARE-luciferase reporter (MCF7-derived line), luminescence, 24 h; Potency, µM (series often up to 46.1 µM), without a hit: top-dose activation, hits mostly activators; actives 0.31% (n = 410,000); further: potency means the concentration at half of the fitted maximal effect; % of control where 0% means no effect; nearly all actives have a fitted effect of over 65% in size
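Luminescent ARE reporter assay in AREc32_Fluc cells: overnight plating at 37 deg C, 24 hr compound incubation, Steady-Glo added, 30 min RT before reading.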
A549 viability: A549 cytotoxicity, counter-screen for Nrf2 inhibitors; A549 ARE-Fluc cells, CellTiter-Fluor viability, 18-24 h; Potency, µM (series often up to 46 µM), for the others: at the highest dose activity change, negative = cytotoxicity, usual class: inhibitors; actives 0.16% (n = 390,000); AID 504648; further: potency means the concentration at half of the fitted maximal effect; on the % scale 0 is the no-effect control and ±100 the full control effect
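Cytotoxicity counterscreen: CellTiter-Fluor fluorescence was measured in A549 ARE_Fluc cells after 18-24 h of compound exposure in a concentration series. The subsequent BugLite luminescent read reports ARE-luciferase activity.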
EPAC2 agonist: EPAC2 (human) agonism; AID 720711; Potency, µM (doses to about 154 µM), without a hit: at the highest dose activation, actives largely listed as activators; actives 0.079% (n = 360,000); Q8WZA2; EPAC2 activation, biochemical qHTS; response scale: 100% = 6.5 mM cAMP response; further: potency means the concentration at half of the fitted maximal effect; nearly all actives have a fitted effect of over 50% in size
Target sequence (Q8WZA2 whole entry, looked up): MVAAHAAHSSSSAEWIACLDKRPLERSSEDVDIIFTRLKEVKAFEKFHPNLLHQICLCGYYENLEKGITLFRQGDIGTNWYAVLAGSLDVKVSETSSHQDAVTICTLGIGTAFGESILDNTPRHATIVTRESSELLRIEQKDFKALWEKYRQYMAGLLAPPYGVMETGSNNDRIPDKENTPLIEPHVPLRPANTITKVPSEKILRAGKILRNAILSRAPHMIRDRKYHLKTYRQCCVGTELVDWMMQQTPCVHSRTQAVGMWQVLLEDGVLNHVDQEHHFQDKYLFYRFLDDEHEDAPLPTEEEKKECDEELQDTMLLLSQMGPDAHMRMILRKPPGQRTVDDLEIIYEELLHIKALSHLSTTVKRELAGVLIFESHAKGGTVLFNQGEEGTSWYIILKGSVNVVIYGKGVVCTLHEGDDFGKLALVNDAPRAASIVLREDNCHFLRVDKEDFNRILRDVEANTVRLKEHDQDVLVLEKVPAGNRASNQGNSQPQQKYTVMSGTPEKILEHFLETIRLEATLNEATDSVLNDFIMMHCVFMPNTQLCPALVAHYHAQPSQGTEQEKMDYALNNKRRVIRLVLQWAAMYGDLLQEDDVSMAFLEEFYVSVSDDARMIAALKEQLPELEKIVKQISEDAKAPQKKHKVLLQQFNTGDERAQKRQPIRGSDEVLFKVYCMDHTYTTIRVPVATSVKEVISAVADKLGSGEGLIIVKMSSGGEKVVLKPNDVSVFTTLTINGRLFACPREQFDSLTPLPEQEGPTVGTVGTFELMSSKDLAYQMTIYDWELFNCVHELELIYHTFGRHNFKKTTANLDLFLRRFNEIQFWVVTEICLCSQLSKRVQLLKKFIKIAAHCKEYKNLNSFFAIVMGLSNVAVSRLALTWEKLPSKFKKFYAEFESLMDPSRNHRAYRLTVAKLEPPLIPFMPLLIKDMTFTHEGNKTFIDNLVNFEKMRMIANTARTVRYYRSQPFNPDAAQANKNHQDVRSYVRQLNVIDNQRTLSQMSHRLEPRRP
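Nucleotide exchange monitored as fluorescence drop when BODIPY-GDP leaves Rap1B. Reaction: 100 nM EPAC2, 250 nM RAP1B-BODIPY-GDP, 50 uM GDP, room temperature, kinetic read over 30 min. Activity expressed relative to 6.5 mM cAMP.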
S2 tox: reduces viability in counter-screen for ATXN expression inhibitors | S2 cells (HEK-293 line with an ATXN2-luciferase reporter) viability, CellTiter-Fluor protease fluorescence, 24 h | Potency, µM (top dose mostly 56.7 µM), actives largely listed as cytotoxic | actives 0.49% (n = 400,000) | AID 651635; further: potency means the concentration at half of the fitted maximal effect; nearly all actives have a fitted effect of over 40% in size
ATXN2 expr inh: inhibitors of ATXN2 expression | HEK-293 ATXN2-luciferase reporter, luminescence, 24 h | Potency, µM (titrated, usually from 57 µM), inactives show at the top dose activity change, negative = inhibition, actives largely listed as inhibitors | actives 0.72% (n = 360,000) | AID 1745845; further: potency means the concentration at half of the fitted maximal effect; on the % scale 0 is the no-effect control and ±100 the full control effect; nearly all actives have a fitted effect of over 55% in size
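qHTS (up to 57 uM final) was run with 24 h compound exposure of reporter cells at 37 °C. Each well was multiplexed: SteadyGlo luminescence measured ATXN2-luciferase expression after a fluorogenic Gly-Phe-AFC viability readout (25 uM final).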
Nrf2 inh: inhibitors of Nrf2 signaling; A549 ARE-Fluc reporter, luciferase luminescence, 18-24 h; Potency, µM (series often up to 46 µM), for the others: at the highest dose activity change, negative = inhibition, usual class: inhibitors; actives 2.1% (n = 360,000); AID 504444; further: potency means the concentration at half of the fitted maximal effect; on the % scale 0 is the no-effect control and ±100 the full control effect; nearly all actives have a fitted effect of over 60% in size
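Nrf2 activity is the BugLite luminescence, read 15 min after reagent at room temperature, following CellTiter-Fluor cytotoxicity readout (30 min, 37C). Compound titrations were applied for 18-24 h to 5000 A549 ARE_Fluc cells/well in 5% FBS OPTI-MEM.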
* = called active by the depositor; i = inactive; ? = inconclusive; / = no result given; [ ] = another dose, or the depositor's remark. Unless noted, the call rests on the fitted dose curve; in most records, active means well fitted curve in the direction sought with a large enough effect; inconclusive means small, poorly fitted or top-dose-only effect, or another doubt; inactive means no such curve, though single readings can be large; an effect the other way counts as inactive or inconclusive.

mol	HepG2 viability	TGFb inhibitor	IL2 activator	Nrf2 activator	A549 viability	EPAC2 agonist	S2 tox	ATXN2 expr inh	Nrf2 inh
O=C1CCC(=O)N1c1cccc(-c2nc3ccccc3o2)c1	-21.1%	-3.2%	-4.0	0.0%	13.6%	6.1%	i	-1.4%	-23.4%
O=C(c1c(Cl)nc2sccn12)N1CCCc2ccccc21	-45.6%	-3.2%	-0.8	?	2.4%	2.6%	i	-2.0%	-13.8%
CCS(=O)(=O)c1ccc(O)c(N2C(=O)C3C4C=CC(C4)C3C2=O)c1 (centres undefined)	-12.4%	25.2%	0.5	-0.4%	-0.2%	10.9%	i	-1.0%	1.2%
COc1cc(C2c3c([nH]c(=O)[nH]c3=O)Nc3ccc4ccccc4c32)cc(OC)c1OC (centres undefined)	0.4%	-7.9%	2.2	1.5%	0.6%	4.8%	i	4.6%	5.4%
O=C(NC(=S)Nc1cccc(-c2ccc(CO)o2)c1)c1cccs1	-57.7%	0.0%	0.8	5.1%	-1.1%	11.4%	i	-22.7%	0.2%
COC(=O)CSC1=C(C#N)C(=O)NC(c2ccccc2)S1 (centres undefined)	1.2%	-3.3%	-2.2	0.1%	-2.0%	12.1%	i	10.6%	-1.6%
Cc1cccc(Nc2nc(CC(=O)O)cs2)c1	-9.5%	14.6%	-0.1	4.9%	0.5%	3.1%	i	1.8%	?
CC1(C)Cc2cccc(OCC(=O)Nc3ccccc3F)c2O1	-47.5%	?	-0.4	-0.5%	-1.4%	8.7%	i	9.4%	9.9%
Cc1ccc(NC(=O)c2ccc(S(=O)(=O)NCc3cccnc3)cc2)cc1C	-4.5%	4.6%	0.5	3.4%	1.4%	-3.4%	i	-3.4%	?
CN1CCc2c(sc3c2C(=O)NC(c2cccc(OC(=O)c4cccs4)c2)N3)C1 (centres undefined)	-51.5%	?	-1.4	22.7%	0.3%	6.4%	i	40.4%[activator]	?
O=C(Cn1cnc2c(nnn2Cc2ccc(F)cc2)c1=O)Nc1ccc2c(c1)OCCO2	4.3%	1.4%	0.9	-0.4%	?	-2.5%	i	/	?
O=C(CCNC(=O)c1ccc(Br)cc1)Nc1ccc(S(=O)(=O)Nc2ncccn2)cc1	9.7%	-7.0%	2.0	-0.3%	-5.5%	1.6%	i	4.4%	3.9%
OC(CN1CCOCC1)Cn1c2ccccc2c2ccccc21 (centres undefined)	-33.1%	4.2%	1.8	0.6%	-0.6%	-3.9%	i	/	3.1%
COc1ccc(-c2noc(CCC(=O)N3CCN(c4ccccc4Br)CC3)n2)cc1	-22.0%	?	-0.7	5.6%	-0.9%	9.0%	i	-22.9%	?
CC12CCC(C(NC(=S)NN)C1=O)C2(C)C (centres undefined)	-14.7%	-11.8%	-0.7	-0.1%	14.2%	-0.9%	i	3.1%	24.4%
O=C(c1cc(COc2cccc(C(F)(F)F)c2)on1)N1CCC(Oc2cccnc2)CC1	-25.1%	?	2.5	-0.1%	-6.6%	4.6%	i	-24.6%	?
CCC(=O)N1CCc2cc(CNS(=O)(=O)c3ccc(C(C)C)cc3)ccc21	-5.6%	?	/	-0.2%	6.0%	/	?	-8.3%	-4.9%
O=C(NCC(c1cccnc1)N1CCc2ccccc21)c1ccc(F)cc1 (centres undefined)	-32.0%	?	/	3.5%	6.0%	/	/	/	?
COc1ccc(C(=O)c2coc3ccc(O)c(CN4CCOCC4)c23)cc1	-22.3%	-9.6%	2.1	0.4%	0.8%	2.8%	i	-19.2%	7.5%
Cc1ccccc1CNS(=O)(=O)c1c(C(=O)N2CCCC2)c(C)n(C)c1C	1.2%	1.3%	1.5	-0.9%	-0.3%	-1.1%	i	14.0%	28.2%
COc1cc(/C=C(\C#N)C(=O)NCC2CCCO2)ccc1OCC(=O)O (centres undefined)	0.3%	14.1%	0.8	-0.1%	6.6%	3.6%	i	-2.7%	?
CC(=O)c1cccc(NC(=O)NCCc2c[nH]c3ccccc23)c1	-57.0%	0.0%	-4.0	2.4%	0.5%	11.8%	i	9.5%	5.6%
CC(C)NC(=O)c1ccc(CN2CCc3ccccc3C2)cc1	-30.3%	1.9%	-0.4	-0.1%	1.8%	5.5%	i	/	-15.6%
Cc1ccc(C2=NN(C(=S)Nc3ccccc3)C(c3ccco3)C2)cc1 (centres undefined)	-3.2%	-3.1%	-0.4	4.1%	2.2%	7.6%	i	100.4%[activator]	?
COC(=O)c1ccc(NC(=O)c2ccc3c(c2)OCO3)cc1	-15.9%	2.4%	-1.2	0.6%	-1.9%	-1.4%	i	38.9%[activator]	1.8%
O=C(Cc1csc(NC(=O)Nc2cccc(Cl)c2)n1)NCc1cccnc1	-30.4%	0.0%	-4.7	4.0%	-11.9%	-0.8%	i	15.8%	-7.6%
Cc1cc(S(=O)(=O)N2CCOCC2)c(C)s1	7.5%	-1.6%	0.8	-1.4%	1.4%	8.5%	i	/	?
COc1cc(NS(=O)(=O)c2cccs2)cc(OC)c1	-3.6%	-5.8%	/	0.4%	-0.6%	/	i	-1.4%	-5.1%
O=C(c1ccco1)[C@@H]1[C@@H]2C(=O)N(c3ccc(F)cc3)C(=O)[C@@H]2[C@H]2C=Cc3ccccc3N21	-19.0%	3.8%	0.8	10.3%	-6.0%	7.7%	/	-18.8%	0.7%
O=C(NCCCN1CCOCC1)C1CCN(S(=O)(=O)c2c(Cl)cccc2Cl)CC1	8.3%	0.0%	2.2	1.6%	-2.3%	-2.7%	i	-7.6%	12.1%
COc1ccc(C(C)C)cc1-c1ccc2nncn2c1	1.5%	15.3%	-0.1	5.9%	/	5.0%	i	0.6%	/
N#Cc1ccc(COC(=O)CCc2c[nH]c3ccccc23)cc1	-12.3%	0.3%	-2.1	-0.5%	3.6%	15.5%	i	5.1%	-3.9%
CC(Sc1nnc(COc2ccc([N+](=O)[O-])cc2)n1C)C(=O)O (centres undefined)	-10.5%	8.5%	-2.2	0.0%	-1.4%	1.4%	i	-27.5%	/
CCc1ccc(/C=C2\Oc3cc(OC(=O)N4CCOCC4)ccc3C2=O)cc1	-0.7%	0.9%	1.0	-0.5%	?	-11.0%	i	-9.7%	10.4%
O=C1CCC([N+](=O)[O-])C(c2cc(Br)ccc2F)N1 (centres undefined)	0.0%	4.6%	-0.5	0.0%	-1.4%	4.6%	i	-0.1%	5.8%
Cn1c(=O)c2c(nc(SCC(=O)Nc3ccc(F)cc3)n2Cc2ccc(Cl)cc2)n(C)c1=O	-8.2%	4.6%	/	-1.0%	-16.6%	/	i	-11.5%	-16.3%

Looked up by compound from above:
mol	HepG2 viability	TGFb inhibitor	IL2 activator	Nrf2 activator	A549 viability	EPAC2 agonist	S2 tox	ATXN2 expr inh	Nrf2 inh
COc1cc(NS(=O)(=O)c2cccs2)cc(OC)c1	-3.6%	-5.8%	/	0.4%	-0.6%	/	i	-1.4%	-5.1%
COc1ccc(C(C)C)cc1-c1ccc2nncn2c1	1.5%	15.3%	-0.1	5.9%	/	5.0%	i	0.6%	/
Cn1c(=O)c2c(nc(SCC(=O)Nc3ccc(F)cc3)n2Cc2ccc(Cl)cc2)n(C)c1=O	-8.2%	4.6%	/	-1.0%	-16.6%	/	i	-11.5%	-16.3%

(listing goes on)
mol	HepG2 viability	TGFb inhibitor	IL2 activator	Nrf2 activator	A549 viability	EPAC2 agonist	S2 tox	ATXN2 expr inh	Nrf2 inh
Cc1ccc(C(O)c2ccc(-n3ccnc3)cc2)cc1 (centres undefined)	-1.4%	-11.7%	0.1	1.0%	2.6%	0.9%	?	/	3.7%
O=c1c2c([nH]n1-c1ccccc1)CCSC2	9.6%	25.0%	-0.6	-0.8%	2.6%	7.9%	i	-7.9%	16.7%
O=C(Nc1cccc(Cl)c1N1CCOCC1)c1ccc(Br)o1	23.4%	6.9%	-2.2	0.0%	-4.0%	6.4%	?	-5.3%	0.7%
COc1cccc(CN2C(=O)C3(C(C#N)=C(N)OC4=C3C(=O)CCC4)c3ccccc32)c1 (centres undefined)	-13.7%	-3.8%	-2.0	2.4%	-15.8%	2.0%	i	-14.4%	?
CCOC(=O)C1CCN(Cc2cccc(OC)c2)CC1	-23.7%	5.5%	-1.3	-0.5%	-8.6%[1.84 µM]	-3.2%	i	-10.0%	8.7%
O=C(NCC1(O)CCCCC1)C1CCC(=O)N(Cc2ccccc2F)C1 (centres undefined)	4.6%	8.7%	-0.5	-0.3%	8.5%	-4.2%	i	7.6%	-7.0%
Cc1cc(C)c2[nH]c(=O)c(CN(Cc3cccnc3)C(=S)NCCCN(C)C)cc2c1	-28.4%	0.7%	-4.0	0.1%	-1.8%	-1.6%	i	-6.9%	5.1%
CN(CC(=O)Nc1ccc(Cl)c(C(F)(F)F)c1)C(=O)C1CCCO1 (centres undefined)	-1.0%	10.4%	-0.1	0.3%	-9.0%	2.4%	i	-4.4%	?
Cc1cc(C)nc(N/N=C/c2ccccc2Cl)n1	-1.3%	3.0%	1.6	4.8%	-1.1%	4.1%	i	/	2.5%

Not a hit list; 4.3% or so of the library scored in one or more.
